p53 reactivator = restores transcriptional activity of mutant p53. H1299 p53-A138V BP100-luciferase reporter, luminescence, 24 h. Potency, µM (titrated, usually from 92.2 µM), inactives show at the top dose activity change, positive = activation, hits mostly activators. 320,000 tested, 0.063% active; further: % of control where 0% means no effect; nearly all actives have a fitted effect of over 45% in size
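H1299 (p53-null), stable ts p53-A138V + BP100-Luc; 1000 cells/well, Opti-MEM/10% FBS; cpd 4 pt, 1:5; 24 h, 37 deg C, 5% CO2; detection reagent 10 min RT; luminescence.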
ELG1 genotox = induces genotoxicity in HEK293T cells with luciferase-tagged ELG1; HEK293T ELG1-luciferase reporter, luminescence, 16 h; Potency, µM (series often up to 46 µM), for inactives: at the highest dose activity change, positive = activation, actives largely listed as activators; 330,000 tested, 1.3% active; further: % of control where 0% means no effect; nearly all actives have a fitted effect of over 60% in size
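Luminescence read-out: rising ELG1-luciferase signal, reflecting elevated ELG1 protein under genetic stress, flags genotoxic compounds. Cells were treated for 16 hr at 37 °C before ONE-Glo detection.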
MBNL1 CUG block = inhibitors of human MBNL1 binding to CUG repeat RNA; Q9NR56; TR-FRET MBNL1-His/biotin-(CUG)12 binding, 665/545 ratio; Potency, µM (top dose mostly 57.5 µM), for inactives: at the highest dose activity change, negative = inhibition, usual class: inhibitors; 280,000 tested, 0.036% active; AID 2675; active means well fitted inhibition curve with a large enough effect in the signal ratio, with a control signal flat, not every such curve was filed as active; inconclusive means small, poorly fitted or top-dose-only effect, or effect the other way, or a change in a side signal; inactive means no such curve, though single readings can be large or run the other way; the % refers to the signal ratio; further: on the % scale 0 is the no-effect control and ±100 the full control effect
Target sequence (Q9NR56 whole entry, looked up): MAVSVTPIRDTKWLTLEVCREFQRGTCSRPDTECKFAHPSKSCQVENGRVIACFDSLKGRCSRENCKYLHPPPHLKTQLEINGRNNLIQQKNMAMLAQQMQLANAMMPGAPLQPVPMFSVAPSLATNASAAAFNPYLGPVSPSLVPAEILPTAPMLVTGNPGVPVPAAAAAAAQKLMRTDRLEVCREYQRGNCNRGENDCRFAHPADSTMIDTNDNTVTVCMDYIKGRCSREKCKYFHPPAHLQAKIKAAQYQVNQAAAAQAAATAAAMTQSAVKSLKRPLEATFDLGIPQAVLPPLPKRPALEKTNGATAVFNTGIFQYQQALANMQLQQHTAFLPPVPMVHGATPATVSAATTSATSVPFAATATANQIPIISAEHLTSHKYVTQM
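TR-FRET readout: Ex 340 nm, 665/545 nm emission ratio, normalized to buffer-only (basal) and MBNL1-(CUG)12 controls. Complex of MBNL1-His with Biotin-(CUG)12, compounds 92 nM–58 uM, incubated 60 min at room temperature.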
FLuc modulator = counter-screen for miR-21 project: firefly luciferase inhibitors or activators; purified FLuc, Km substrates, luminescence inhibition; Potency, µM (titrated, usually from 57.5 µM), inactives show at the top dose activity change, negative = inhibition, most hits filed as inhibitors; 360,000 tested, 6.9% active;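 further: plate controls were vehicle for no effect and reference inhibitor for full effect; nearly all actives have a fitted effect of over 55% in size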
Target sequence (P08659 whole entry, looked up): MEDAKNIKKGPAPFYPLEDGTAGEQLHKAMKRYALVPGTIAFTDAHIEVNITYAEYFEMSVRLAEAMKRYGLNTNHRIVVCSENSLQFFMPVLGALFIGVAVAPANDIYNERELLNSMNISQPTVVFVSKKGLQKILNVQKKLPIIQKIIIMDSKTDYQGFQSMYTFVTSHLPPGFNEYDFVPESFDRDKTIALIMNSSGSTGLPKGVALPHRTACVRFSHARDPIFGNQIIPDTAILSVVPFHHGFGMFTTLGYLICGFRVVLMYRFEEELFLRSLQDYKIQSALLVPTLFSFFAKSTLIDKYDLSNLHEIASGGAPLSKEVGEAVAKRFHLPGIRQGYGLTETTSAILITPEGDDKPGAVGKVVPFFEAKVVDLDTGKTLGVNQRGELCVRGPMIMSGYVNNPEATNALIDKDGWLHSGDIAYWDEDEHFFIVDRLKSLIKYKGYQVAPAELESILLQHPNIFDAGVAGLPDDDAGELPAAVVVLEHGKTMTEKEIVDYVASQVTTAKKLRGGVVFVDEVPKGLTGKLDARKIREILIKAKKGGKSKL
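Purified P. pyralis luciferase, 10 nM final, with Km-level 10 uM D-luciferin and 10 uM ATP in 50 mM Tris acetate pH 7.5, 10 mM Mg acetate, 0.01% Tween-20, 0.05% BSA; 6-point qHTS titration about 60 µM downward; luminescence read.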
NPC1 prom act = NPC1 promoter activation. Potency, µM (doses to about 9.22 µM), for the others: top-dose activation, hits mostly activators. Huh7 NPC1 promoter luciferase reporter, 24 h. 320,000 tested, 2.4% active. AID 485313;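 further: % of control where 0% means no effect; nearly all actives have a fitted effect of over 60% in size; reporter is driven by a mutant NPC1 promoter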
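Readout is luciferase luminescence, reflecting NPC1 promoter activation in stably transfected Huh7 cells after 24 h compound exposure at 37 °C in reduced-serum medium with 10% FBS.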
Rab9 promoter act = Rab9 promoter activation; Huh7 Rab9 promoter-luciferase reporter, luminescence, 24 h; Potency, µM (top dose mostly 9.22 µM), without a hit: at the highest dose activation, negative = inhibition, actives largely listed as activators; 320,000 tested, 2.8% active; further: % of control where 0% means no effect; nearly all actives have a fitted effect of over 60% in size
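Huh7 cells stably carrying Rab9 promoter–luciferase reporter, plated 1500 cells/well, compound added after 2 h and incubated 24 h at 37 °C; luciferase luminescence then read after 10 min with detection reagent.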
uPA surface inh = inhibitors of cell surface uPA generation; AID 540303; cell surface uPA generation assay, qHTS; Potency, µM (series often up to 38.3 µM), for inactives: top-dose activity change, negative = inhibition, usual class: inhibitors; 330,000 tested, 0.31% active; active means well fitted inhibition curve with a large enough effect; inconclusive means small, poorly fitted or top-dose-only effect; inactive means no such curve, though single readings can be large or run the other way; tested in mouse RAW 264.7 cells; further: on the % scale 0 is the no-effect control and ±100 the full control effect; nearly all actives have a fitted effect of over 55% in size
Gal4-VP16 FLuc = counter-screen for ROR gamma inhibitors: Gal4-VP16 reporter. Drosophila S2 Gal4-VP16 UAS-luciferase, luminescence, 20 h. Potency, µM (top dose mostly 53.6 µM), inactives show at the top dose activity, negative = inhibition, most hits filed as inhibitors. 310,000 tested, 3.5% active;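 further: Gal4-VP16 expression switched on by copper sulfate through the metallothionein promoter; on the % scale 0 is the no-effect control and ±100 the full control effect; nearly all actives have a fitted effect of over 50% in size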
RORg inh = blocks mouse ROR gamma transcriptional activity; P51450; Drosophila S2 Gal4-RORgamma UAS-luciferase reporter, 20 h; Potency, µM (series often up to 53.6 µM), for inactives: top-dose activity change, negative = inhibition, most hits filed as inhibitors; 310,000 tested, 5.4% active; further: on the % scale 0 is the no-effect control and ±100 the full control effect; nearly all actives have a fitted effect of over 60% in size
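Stably transfected Drosophila Schneider cells are the test system, with ROR gamma fused to Gal4 and luciferase under UAS control; luminescence is read after 20 hr of 700 uM copper sulfate induction at ambient temperature.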
BRCA1 expr act = increases BRCA1 expression; MCF7-BRCA1-FFLuc reporter, luminescence, 48 h; response scale: scaled: vehicle 0%, 10 µM genistein 100%; Potency, µM (series often up to 46.1 µM), inactives show at the highest dose activation, actives largely listed as activators; 380,000 tested, 1.1% active; further: nearly all actives have a fitted effect of over 80% in size; some results filed as inactive show a strong effect at the top dose
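Using MCF7 cells harboring a BRCA1 firefly luciferase reporter, plated 2 h before compound pinning, the screen measured luminescence after 48 h incubation. Responses were normalized to DMSO and 10 microM genistein, then fitted for concentration-effect.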
The depositor's hits bear a star; ? = inconclusive; · = no result given; & = joins results of further samples; [ ] = remark or other dose. Unless noted, the call rests on the fitted dose curve; in most records, active means well fitted curve in the direction sought with a large enough effect; inconclusive means small, poorly fitted or top-dose-only effect, or another doubt; inactive means no such curve, though single readings can be large; an effect the other way counts as inactive or inconclusive. Potency means the concentration at half of the fitted maximal effect.

no.	canonical_smiles	p53 reactivator	ELG1 genotox	MBNL1 CUG block	FLuc modulator	NPC1 prom act
1	CCOc1ccc2[nH]c(=O)c(C(c3nnnn3CCOC)N3CCOCC3)cc2c1 (stereo unspecified)	3%	8%	3%	7%	-2%
2	O=C(NC(=S)Nc1cccc(NC(=O)c2ccc(Cl)cc2Cl)c1)c1cccs1	0%	-2%	·	2%	6%
3	Cc1nn(-c2ccccc2)c(N)c1Sc1ccc([N+](=O)[O-])cc1	?	1%	?	-5%	9%
4	COc1cccc(C2=NOC(C(=O)Nc3cc(C)nn3-c3ccccc3)C2)c1OC (stereo unspecified)	12%	-2%	-1%	-10%	-8%
5	Cc1ccc2ccc(S(=O)(=O)n3nc(C)cc3C)cc2c1	-6%	2%	5%	6%	-2%
6	Cc1c(C(=O)NCCc2ccccc2)oc2ccccc12	?	2.1µM*	-2%	2.1µM*	0.79µM*
7	COc1cc(C(c2sc3nc(C)nn3c2O)N2CC(C)OC(C)C2)cc(OC)c1OC (stereo unspecified)	3%	5%	3%	1%	-4%
8	COc1ccccc1C(=O)CN1C(=O)NC2(CCCCCC2)C1=O	0%	0%	·	·	·
9	COc1ccccc1OCC(=O)Nc1cc2c(cc1C(=O)O)OCCCO2	-2%	3%	0%	-19%	0%
10	Cc1cc(C(=O)OCC(=O)NC(C)c2ccc(F)cc2)c(C)o1 (stereo unspecified)	-9%	2%	·	·	-1%

no.	Rab9 promoter act	uPA surface inh	Gal4-VP16 FLuc	RORg inh	BRCA1 expr act
1	2%	4%	9%	-1%	-5%
2	0%	-1%	11µM*	20µM*	-20%
3	2%	0%	?	?	-5%
4	-4%	?	2%	-18%	-12%
5	-1%	-3%	2%[0.365 µM]	-3%	1%
6	0.71µM*	-2%	?	?	?
7	-3%	5%	-2%	-29%	-17%
8	·	7%	·	·	3%
9	1%	-4%	16%	11%	-2%
10	-10%	2%	·	·	-20%

Down the list, quoted from above.
Compounds 1–9 in Rab9 promoter act read 2%, 0%, 2%, -4%, -1%, 0.71µM*, -3%, ·, 1%
Compounds 1–9 in FLuc modulator read 7%, 2%, -5%, -10%, 6%, 2.1µM*, 1%, ·, -19%

Next results:
no.	canonical_smiles	p53 reactivator	ELG1 genotox	MBNL1 CUG block	FLuc modulator	NPC1 prom act
11	COc1ccc(-c2c(-c3ccc(OC)c(C)c3O)n[nH]c2C)cc1	-75%[inhibitor]	-4%	1%	-7%	-7%
12	CCN(CC)S(=O)(=O)c1cc(C(=O)Nc2cc(S(=O)(=O)N3CCOCC3)ccc2N2CCCC2)ccc1F	-6%	4%	·	0%	-5%
13	Cc1noc(C)c1NC(=O)Nc1cccc2c1O[C@H](CN(C)S(C)(=O)=O)[C@@H](C)CN([C@H](C)CO)C2=O	2%	6%	·	·	·
14	CCOc1ccc(NC(=O)C/C(C)=N/NC(=O)Cc2ccc(Cl)cc2)cc1	4%	5%	1%	-1%	0%
15	CNC(=O)[C@@]1(Cc2ccccc2)C=C[C@@H](C)N1C(=O)OC	·	·	·	·	·
16	CN(C)CCCNC(=O)CCc1nc2ccccc2c(=O)[nH]1	2%	1%	-12%	9%	1%
17	COc1ccccc1/C=C1/C(=O)ON=C1C	14%	8%	6%	-19%	1%
18	O=C(CN1CCC(NC(=O)Nc2ccccc2)CC1)Nc1ccccc1F	-1%	-1%	5%	0%	1%
19	CCCN(Cc1nnc(-c2ccccc2Cl)o1)C(=O)c1cc2ccccc2o1	16%	1%	·	?	-4%
20	O=C(NC1CCCCC1)C(c1ccncc1)N(C(=O)c1csnn1)c1ccc(F)cc1 (stereo unspecified)	7%	0%	-1%	3%	-4%

no.	Rab9 promoter act	uPA surface inh	Gal4-VP16 FLuc	RORg inh	BRCA1 expr act
11	-2%	2%	11µM*	11µM*	-46%
12	-1%	-6%	·	·	-23%
13	·	9%	·	·	-3%
14	-1%	0%	-10%	-20%	-1%
15	·	-5%	5%	-6%	10%
16	-3%	0%	-12%	-18%	11%
17	-1%	3%	0%	10%	-13%
18	-1%	-2%	8%	-1%	-4%
19	2%	3%	·	·	-5%
20	8%	-5%	7%	16%	-16%

(list continues)
no.	canonical_smiles	p53 reactivator	ELG1 genotox	MBNL1 CUG block	FLuc modulator	NPC1 prom act
21	COc1cc(CNCCc2ccc(F)cc2)ccc1OCc1ccc(Cl)nc1	4%	-8%	-19%	-1%	-2%
22	CC(=O)c1cccc(OCc2cc(C(=O)N(C)CCC3CCOCC3)no2)c1	?	15%	3%	17µM*	26%
23	O=C(/C=C/c1cccc([N+](=O)[O-])c1)NCCc1ccc(F)cc1	-5%	-2%	?	-1%	-1%
24	C=CCn1c(SCC(=O)Nc2sc3c(c2C#N)CCC3)nnc1C1COc2ccccc2O1 (stereo unspecified)	2%	0%	5%	-4%	-3%
25	CC(C)(C)C1CCc2c(sc(NC(=O)c3cc(C4CC4)on3)c2C#N)C1 (stereo unspecified)	-1%	-5%	4%	-2%	-1%
26	CN(C)S(=O)(=O)c1ccc2oc(SCC(N)=O)nc2c1	1%	0%	-5%	1%	-1%
27	O=C(C1=C(O)C(=O)N(CC2CCCO2)C1c1ccccc1)c1ccco1 (stereo unspecified)	2%	-4%	14%	1%	1%
28	Cc1[nH]c2ccc(Br)cc2c(=O)c1CN1CCCCC1	-9%	1%	-3%	-1%	1%
29	COCCN(CCOC)C(=O)c1sc2nc(-c3ccccc3)cn2c1C	-27%	7%	5%	-8%	2%
30	Cn1c(=O)cc(N2CCc3ccccc32)[nH]c1=O	-2%	0%	-5%	-13%	-4%

no.	Rab9 promoter act	uPA surface inh	Gal4-VP16 FLuc	RORg inh	BRCA1 expr act
21	-4%	-6%	-25%	2.2µM*	-13%
22	?	4%	7%	0%	?
23	-3%	-2%	-6%	?	46%
24	-5%	14%	10%	5%	-25%
25	5%	-3%	?	5.6µM*	17%
26	-1%	-7%	17%	4%	15%
27	-1%	2%	10%	-5%	-1%
28	-4%	5%	1%	6%	0%[1.84 µM]
29	-9%	-2%	·	7%[0.365 µM]	17%
30	-5%	-9%	-8%	3%	24%

3 compounds from above with just NPC1 prom act:
# | compound | NPC1 prom act
24 | C=CCn1c(SCC(=O)Nc2sc3c(c2C#N)CCC3)nnc1C1COc2ccccc2O1 (stereo unspecified) | -3%
25 | CC(C)(C)C1CCc2c(sc(NC(=O)c3cc(C4CC4)on3)c2C#N)C1 (stereo unspecified) | -1%
26 | CN(C)S(=O)(=O)c1ccc2oc(SCC(N)=O)nc2c1 | -1%

(next part)
no.	canonical_smiles	p53 reactivator	ELG1 genotox	MBNL1 CUG block	FLuc modulator	NPC1 prom act
31	COc1cccc(CN2CCN(Cc3ccc(C)o3)CC2CCO)c1 (stereo unspecified)	3%	0%	2%	-2%	0%
32	CN(C(=O)c1ccco1)c1nc(CC(=O)Nc2ccccc2)cs1	13%	1%	-1%	?	1%
33	C/C(=N/NC(=O)c1ccco1)c1ccc(NC(=O)c2ccc(Br)o2)cc1	12%	13%	1%	?	?
34	Cc1ccc(S(=O)(=O)Nc2ccc3cn[nH]c3c2)cc1C	-2%	-4%	·	·	·
35	CCN(CC)C(=O)CSc1ncnc2sc(-c3ccccc3)cc12	21%	?	?	11µM*	?
36	CCC(C)[C@H](NC(=O)N1CCC(C)CC1)C(=O)OC (stereo partly specified)	-4%	2%	·	-2%	3%
37	COC(=O)c1cc2cc(OC)ccc2n1C	13%	1%	·	?	10%
38	O=C1CCC(C(=O)OCc2nnc(-c3ccc(Br)cc3)o2)=NN1	18%	7%	·	-21%	2%
39	Cc1ccc(NC(=O)CN(C)S(=O)(=O)c2cccc3nsnc23)cc1C	18%	-1%	?	-15%	1%
40	C=CCC(COCc1ccccc1)NS(=O)(=O)c1ccccc1Br (stereo unspecified)	2%	2%	-5%	1%	-5%

no.	Rab9 promoter act	uPA surface inh	Gal4-VP16 FLuc	RORg inh	BRCA1 expr act
31	-11%	-7%	3%	-10%	-7%
32	1%	-5%	?	?	19%
33	?	-6%	14%	?	?
34	·	-5%	·	·	-36%
35	2.8µM*	-1%	0%	42%	9%[1.84 µM]
36	-6%	-2%	-7%	21%	-10%
37	-6%	12%	·	·	5%
38	-1%	14%	·	·	4%
39	0%	5%	-8%	40%	1%
40	-8%	11%	-22%&-1%	?	-4%

The list continues:
no.	canonical_smiles	p53 reactivator	ELG1 genotox	MBNL1 CUG block	FLuc modulator	NPC1 prom act
41	Cc1ccc(-c2cc(=O)[nH][nH]2)c(C)c1	5%	-3%	-4%	0%	1%
42	CC(C)C(NS(=O)(=O)c1ccc(Br)s1)C(=O)O (stereo unspecified)	-6%	-4%	-4%	0%	-2%
43	O=C(Cc1ccccc1)Nc1cc(C(=O)c2ccccc2)ccc1N1CCOCC1	-2%	-6%	1%	2%	1%
44	CCCc1cc(C(=O)Nc2ccccc2C(=O)OC)no1	0%	28%	?	-15%	8%

no.	Rab9 promoter act	uPA surface inh	Gal4-VP16 FLuc	RORg inh	BRCA1 expr act
41	-10%	·	-4%	-41%	1%
42	-9%	4%	-2%	-13%	13%
43	-4%	2%	8%	-1%	2%[1.84 µM]
44	21%	-1%	20%	1%	11%
